Screening results from PubChem BioAssay.
ZTA DNA inh: blocks Epstein-Barr virus ZTA, an EBNA-1 counter-screen. P03206. ZTA-DNA binding, fluorescence polarization. inhibition, % at 11 µM. hit rate 0.15% among 320,000; in the data active means inhibition above about 33%
PP1 counter: PP1-alpha (human) inhibition in PP5 counter-screen | P62136 | purified PP1alpha, OMFP fluorescence | inhibition, % at 6.7 µM | hit rate 0.9% among 320,000;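 active means inhibition above the mean inhibition of all tested compounds plus 3 SD, computed separately for each screening campaign, cut at about 15% in these data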
Target sequence (P62136 whole entry, looked up): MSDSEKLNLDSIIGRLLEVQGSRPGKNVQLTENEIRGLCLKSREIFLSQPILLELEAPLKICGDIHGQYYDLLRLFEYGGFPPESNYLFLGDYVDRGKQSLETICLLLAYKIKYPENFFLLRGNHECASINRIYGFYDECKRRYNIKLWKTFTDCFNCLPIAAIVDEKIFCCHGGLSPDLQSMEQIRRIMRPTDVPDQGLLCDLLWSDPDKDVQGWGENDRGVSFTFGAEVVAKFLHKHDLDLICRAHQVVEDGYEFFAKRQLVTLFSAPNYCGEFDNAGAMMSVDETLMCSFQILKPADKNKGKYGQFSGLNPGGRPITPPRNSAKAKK
PP5 inh: PP5 (human) phosphatase inhibition. purified PP5c, OMFP substrate fluorescence. inhibition, % at 6.7 µM. hit rate 0.18% among 320,000;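 active means inhibition above the campaign's mean inhibition across all tested compounds plus 3 SD, cut at about 9.5% in these data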;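 further: 0% = DMSO only and 100% = 100 µM cantharidin control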
HCV core dimer: blocks dimerization of HCV core protein; TR-FRET GST/Flag-core106 dimerization, 1536-well; inhibition, % at 5 µM; hit rate 0.33% among 300,000;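 active means inhibition above the mean of all tested compounds plus 3 SD, set per screening campaign, cut at about 45% in these data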
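Material: Tagged HCV core106 pair (GST and Flag) | Amount: GST-core106 13.5 nM, Flag-core106 17 nM | Medium: KF-containing HEPES buffer, pH 7.45, DTT, CHAPS, BSA | Reagent: Eu donor and XL665 acceptor anti-tag antibodies | Schedule: 4 h at 22.5 °C | Technique: Time-resolved FRET, ex 340 nm, em 617 and 671 nm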
EBNA-1 inh: blocks EBNA-1 binding to DNA | EBNA-1 DNA binding, fluorescence polarization | inhibition, % at 14.8 µM | hit rate 0.34% among 300,000 | AID 1950; in the data active means inhibition above about 28%
PREPL inh: human PREPL enzyme inhibition; recombinant PREPL, fluorescence polarization activity-based probe; Q4J6C6; inhibition, % at 5.96 µM; hit rate 0.68% among 320,000; AID 2751; in the data active means inhibition above about 43%;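 further: 0% = enzyme with DMSO and 100% = wells lacking enzyme; many of its hits are not listed in these tables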
Target sequence (Q4J6C6 whole entry, looked up): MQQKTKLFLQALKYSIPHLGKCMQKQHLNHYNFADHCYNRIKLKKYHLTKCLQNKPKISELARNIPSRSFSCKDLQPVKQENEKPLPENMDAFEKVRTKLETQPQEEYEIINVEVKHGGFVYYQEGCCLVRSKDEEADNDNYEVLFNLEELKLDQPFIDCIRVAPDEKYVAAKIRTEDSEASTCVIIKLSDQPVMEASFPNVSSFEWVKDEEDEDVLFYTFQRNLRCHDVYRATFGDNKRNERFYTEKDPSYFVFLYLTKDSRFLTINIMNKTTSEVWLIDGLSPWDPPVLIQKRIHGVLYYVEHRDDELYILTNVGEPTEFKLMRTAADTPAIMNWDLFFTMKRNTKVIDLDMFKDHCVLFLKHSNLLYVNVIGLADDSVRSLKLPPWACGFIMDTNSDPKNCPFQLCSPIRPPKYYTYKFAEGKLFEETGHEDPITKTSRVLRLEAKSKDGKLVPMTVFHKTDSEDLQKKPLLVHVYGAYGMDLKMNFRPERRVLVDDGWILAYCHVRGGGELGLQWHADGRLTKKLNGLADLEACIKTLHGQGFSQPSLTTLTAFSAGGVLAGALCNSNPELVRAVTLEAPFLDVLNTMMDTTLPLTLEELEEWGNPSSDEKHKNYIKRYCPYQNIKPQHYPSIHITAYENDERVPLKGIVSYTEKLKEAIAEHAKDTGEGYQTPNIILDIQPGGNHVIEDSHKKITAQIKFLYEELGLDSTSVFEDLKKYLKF
Fh CTSL1 inh: blocks F. hepatica cathepsin L1 in PFM18AAP counter-screen; recombinant F. hepatica cathepsin L1, Z-Leu-Arg-MCA fluorescence; inhibition, % at 5.96 µM; hit rate 0.49% among 300,000;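 active means inhibition above the mean of all tested compounds plus 3 SD, set per screening campaign, cut at about 17% in these data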;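 further: 0% = plate median of test compound wells and 100% = 1 µM Z-Phe-Ala-diazomethylketone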
Efflux pump mplx: antifungal efflux pump inhibition, Nile Red retention. inhibition, % at 10 µM. S. cerevisiae Candida pump triplex. hit rate 0.44% among 330,000;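 active means plate passing quality check with inhibition over a set limit, or well fluorescence over plate mean plus 4 SD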;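 further: Nile Red retained in pooled yeast measured as flow cytometry median fluorescence; 0% = buffer negative control and 100% = Enniatin B positive control; higher means more Nile Red kept so more efflux inhibition; some compounds called inactive have numbers as strong as hits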
TPT1 inhibitor: blocks Candida albicans tRNA 2'-phosphotransferase. hit rate 0.81% among 300,000. inhibition, % at 5 µM. recombinant caTPT1, FP RNA substrate dephosphorylation. AID 1962;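 active means inhibition above the mean of all tested compounds plus 3 SD, set per screening campaign, cut at about 24% in these data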;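 further: plate controls were DMSO alone for no effect and ferristatin control at 100 nM for full effect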
* marks the source's active call; other numbers are inactive results; / = not tested or not shown. Not all compounds are listed. The share of hits here may be higher or lower than overall.

SMILES	ZTA DNA inh	PP1 counter	PP5 inh	HCV core dimer	EBNA-1 inh	PREPL inh	Fh CTSL1 inh	Efflux pump mplx	TPT1 inhibitor
CNc1nc(Nc2ccc(C(C)=O)cc2)nc(OC(C(F)(F)F)C(F)(F)F)n1	-22	9	6.8	-8	-9	17	7	0.1	-6
Cc1cccc(-n2c(O)c(/C=N/NC(=O)c3ccccc3Cl)c3ccccc3c2=O)n1	19	5	1.5	-9	14	-6	-2	0.1	15
c1ccc(-c2nnnn2CCOCCn2nnnc2-c2ccccc2)cc1	6	-1	1.2	1	4	-7	-3	0.1	-2
Cc1ccnc(NC(=O)Nc2ccc3c(c2)N(C)C(=O)CS3)c1	17	2	1.8	24	15	14	-1	0.0	4
N#Cc1c(N)nc2c(c1-c1ccc(F)cc1)c(=O)nc1sccn12	3	-2	-1.7	-1	7	-1	0	0.0	-2
Cc1ccc(C(C(=O)NCC2CCCO2)N(C(=O)c2snc(C(N)=O)c2N)c2ccc3c(c2)OCCO3)cc1 (stereo not given)	-2	1	2.7	-6	1	13	-1	-0.3	-2
CCOCCCn1c(=NC(C)=O)c(C#N)cc2c(=O)n3cccc(C)c3nc21	3	-4	-2.1	4	-2	4	4	0.2	-1
O=C(COc1ccc(Cl)cc1)N1CCN(C(=O)c2cccs2)CC1	-11	-3	-1.7	1	-1	-2	3	-0.1	0
COc1ccccc1CCNC(=O)C(=O)NCC1CCCN1S(=O)(=O)c1ccccc1 (stereo not given)	16	-2	0.4	4	5	0	-1	-0.1	4
CCn1c(SCC(=O)OC)nnc1C1CCCCC1	8	-5	-0.3	2	5	4	1	0.0	-3
CSCCC(NC(=O)c1ccco1)C(=O)N1CC(C)OC(C)C1 (stereo not given)	-2	1	2.1	/	/	8	/	-0.1	/
Cc1ccc(-c2noc(CSc3nnc(-c4ccncc4)n3-c3ccc(F)cc3)n2)cc1	0	4	1.8	7	-6	33	0	0.5	2
CCN(CC)CCNC(=O)Cn1nc(Cc2ccccc2)c2ccccc2c1=O	-18	3	-4.0	1	-8	8	7	-0.2	-3
N=c1c(S(=O)(=O)c2ccc(Cl)cc2)cc2c(=O)n3ccccc3nc2n1Cc1ccco1	-9	6	0.4	35	-5	-5	0	-0.1	8
CCOc1ccc(N=C2C(=O)Nc3ccc(C)c(Br)c32)cc1	-5	0	1.5	-3	-25	6	0	0.6	-1
O=c1[nH]c(SCc2ccccc2Cl)nc2[nH]ncc12	-12	-4	3.1	0	-8	-38	-2	0.1	-1
Cc1ccc2c(CC(=O)N(CC3CCCO3)c3c(N)n(Cc4ccccc4)c(=O)[nH]c3=O)coc2c1 (stereo not given)	-1	-7	-1.6	2	-1	6	-2	-0.1	-2
CCOC(=O)Nc1ccc(C(=O)c2ccncc2)cc1	-7	-3	3.7	-2	-7	8	1	0.1	1
COc1ccc(COC(=O)CN2C(=O)NC3(CCCC3)C2=O)cc1F	0	34*	0.2	0	-3	6	1	-0.1	0
O=S(=O)(NCC(c1ccco1)N1CCN(c2ccccc2F)CC1)c1ccc2c(c1)OCCO2 (stereo not given)	0	2	7.6	-1	2	4	4	-0.4	-1
Cc1ccc(S(=O)(=O)c2nc(-c3ccccc3)oc2N2CCC(C(N)=O)CC2)cc1	3	-1	2.0	-5	1	7	-2	0.0	0
COc1ccc(-c2cc(=O)oc3cc(OCC(=O)NCC4CCC(C(=O)O)CC4)ccc23)cc1 (stereo not given)	-19	-2	2.7	1	0	-5	0	0.0	-2
CC(C)CN(C(=O)C1CCCCC1)C1CCS(=O)(=O)C1 (stereo not given)	-11	0	-0.7	-4	-3	-8	-4	0.1	-1
O=C(CN1C(=O)C2CC=CCC2C1=O)NC1CCCc2ccccc21 (stereo not given)	-6	2	1.0	3	-10	14	-1	0.1	8
CCOc1ccc(NC(=O)NCCCCc2ccccc2)cc1	0	-5	2.1	-1	4	3	-1	-1.3	-1

Next section:
SMILES	ZTA DNA inh	PP1 counter	PP5 inh	HCV core dimer	EBNA-1 inh	PREPL inh	Fh CTSL1 inh	Efflux pump mplx	TPT1 inhibitor
COCCN1CCn2c(nc3cc([N+](=O)[O-])ccc32)C1	-5	-3	-1.1	4	4	1	0	-0.1	-3
CCC(C)(C)NC(=O)C(c1ccc(O)cc1)N(Cc1ccco1)C(=O)CCC(=O)Nc1ccccn1 (stereo not given)	-5	1	0.9	-6	5	8	3	0.1	-2
CN(C)/C=C/C(=O)c1ccc2noc(-c3ccc(F)cc3)c2c1	6	4	-0.5	-6	10	1	0	-0.1	4
CCCc1nnc(SCc2ccc(OC)cc2)n1N	8	-4	-2.6	6	10	3	3	0.0	1
O=C(Cn1ccn(-c2ccc(F)c(Cl)c2)c(=O)c1=O)NCCc1ccccc1	10	-1	-0.8	7	-3	4	1	0.1	1
COc1cccc(Cn2cnc3c(NS(=O)(=O)c4ccc(Cl)cc4)c(C)c(C)cc32)c1	8	0	3.3	19	10	2	2	0.0	0
COc1cccc(SCc2noc(C(=O)NC(C)C)c2C(=O)NC(C)C)c1	4	2	2.2	5	7	-4	-2	0.0	0
CN(C)CCN(C(=O)c1cccc(Cl)c1)c1nc2c(Cl)cccc2s1	-1	2	3.0	-8	14	15	0	0.8	-4
Cc1ccc(S(=O)(=O)N2CCN(C(=O)c3ccc(Cl)nc3)CC2)cc1	-6	-11	-9.6	-7	-7	-3	4	-0.1	3
O=C(CSc1nc2c(cnn2-c2ccccc2)c(=O)[nH]1)N1CCOCC1	1	-5	5.4	-8	-4	5	-2	0.1	0
Cc1nn(-c2ccccc2)c(Cl)c1/C=N/NC(=O)CNc1n[nH]c(=O)[nH]c1=O	18	0	-0.9	10	-2	-3	-1	0.0	-2
COc1cccc(NC(=O)c2cccc(N3C(=O)C4CCC(C)CC4C3=O)c2)c1 (stereo not given)	13	1	1.1	12	-6	-15	-4	0.1	2
CN(C)C(=O)/C(=C\c1cccc(Oc2ccccc2)c1)NC(=O)c1ccccc1	3	0	1.3	-3	1	34	2	-0.1	-2
Cc1ccc2cccc(Oc3ncnc4scc(-c5ccccc5)c34)c2n1	7	5	2.0	12	9	1	2	-0.3	-2
Cc1ccc(C)c(NC(=O)CCN2CCCC(C)C2)c1 (stereo not given)	-4	-1	-3.3	-19	0	3	-1	0.2	3
C(=N\Nc1nc(Nc2ccccc2)nc(Nc2ccccc2)n1)/c1ccncc1	-3	3	-0.7	18	8	22	2	0.0	-4
CC(=O)c1cnn(-c2ccc(Cl)c(Cl)c2Cl)c1C	-17	-3	1.0	0	-14	-5	-1	0.1	-3
COc1ccc(N(C)S(=O)(=O)c2cccc3cccnc23)c(OC)c1	2	-2	5.2	0	-8	9	-4	0.2	2
CC(C)(C)n1ncc2c(=O)n(CC(=O)NCCc3ccccc3)cnc21	-3	-1	0.8	-3	0	8	3	0.0	-1
COc1ccccc1N1CCN(C(=O)c2ccc(Cl)c(S(=O)(=O)N3CCCC3)c2)CC1	-9	0	-0.2	-1	-2	13	1	0.6	-2
CC(=O)c1ccc(OCc2cc(C(=O)N3CCN(C4CCCC4)C(=O)C3)no2)cc1	-1	-2	0.7	6	9	7	-1	-0.9	3
CCOC(=O)c1c(C(=O)OCC)c(C)n(Cc2cc(OC)c(OC)c(OC)c2)c1C	3	4	2.1	-4	-7	0	-1	0.1	0
COc1ccc(C(=O)N/N=C/c2ccccn2)cc1OC	-19	0	1.1	0	-15	10	-14	0.3	0
CC(C)(C)OC(=O)N1CCC(NC(=O)c2nc[nH]c2C(=O)NC2CCN(C(=O)OC(C)(C)C)CC2)CC1	-5	-2	3.0	/	/	0	/	0.5	/
CCc1cc(=O)[nH]c(SCCC(F)=C(F)F)n1	0	-1	-0.1	0	-11	8	-2	0.3	0

Record cards, from the list above. Screens in order: ZTA DNA inh, PP1 counter, PP5 inh, HCV core dimer, EBNA-1 inh, PREPL inh, Fh CTSL1 inh, Efflux pump mplx, TPT1 inhibitor
Cc1ccnc(NC(=O)Nc2ccc3c(c2)N(C)C(=O)CS3)c1 is entered as 17, 2, 1.8, 24, 15, 14, -1, 0.0, 4
COCCN1CCn2c(nc3cc([N+](=O)[O-])ccc32)C1 is entered as -5, -3, -1.1, 4, 4, 1, 0, -0.1, -3
CCOCCCn1c(=NC(C)=O)c(C#N)cc2c(=O)n3cccc(C)c3nc21 is entered as 3, -4, -2.1, 4, -2, 4, 4, 0.2, -1

Continued.
SMILES	ZTA DNA inh	PP1 counter	PP5 inh	HCV core dimer	EBNA-1 inh	PREPL inh	Fh CTSL1 inh	Efflux pump mplx	TPT1 inhibitor
O=C(CSc1ncccn1)NC(=O)Nc1ccc2c(c1)OCCO2	3	14	3.9	-3	-1	11	2	0.0	-3
COCc1cc(=O)[nH]c(-c2csc(C)n2)n1	-10	-4	-1.7	-2	2	2	-1	-0.1	-3
CCn1nnnc1SCC(=O)Nc1cccc(NC(C)=O)c1	18	-3	0.3	2	3	5	2	-0.1	1
Cc1cccc(CC(=O)c2c[nH]c3ccccc23)c1	4	0	-0.7	0	-8	-2	5	0.0	0
Cn1cc(C(=O)O)c(-c2ccc3c(c2)OCCCO3)n1	1	1	2.0	-9	-3	1	0	-0.1	8
CN1CCN(C(=O)c2ccc(N3CCCC3=O)cc2)CC1	9	-2	1.3	-4	-9	16	-3	0.1	2
Fc1ccc(CNc2nc3ccccc3n3cnnc23)cc1	20	12	-3.5	-28	-1	9	7	1.0	3
COC(=O)c1c(NC(=O)C(Cl)Cl)sc2c1C(C(=O)OC)CC2 (stereo not given)	-2	-5	0.9	1	-1	0	-1	0.1	0
Cc1ccc(Cn2c(O)c(N=NC(=S)Nc3ccccc3F)c3ccccc32)cc1	-1	-1	0.6	5	-7	23	5	0.1	2
CCc1[nH]c(=S)c(C#N)c2c1CCCC2	-1	-2	1.5	-3	-3	6	-3	-0.2	3
CCCCOc1cccc(C(=O)NC(=S)Nc2cccc(NC(=O)c3ccccc3Cl)c2)c1	12	-4	0.3	16	7	-1	0	0.0	-1
CC(C)CC(=O)OCc1cn(-c2ccccc2)nn1	-3	-5	0.8	1	6	-7	-2	0.1	0
Nc1cc(OC(=O)c2ccc(F)cc2)nn1S(=O)(=O)c1ccc(F)cc1	-3	-5	1.4	2	-2	-1	-10	0.6	-4
CCN1C(=O)/C(=C/c2ccc(OCc3ccc(C(=O)O)cc3)c(Cl)c2)NC1=S	6	8	1.5	-2	15	-5	1	-0.1	-1
O=[N+]([O-])c1ccccc1NCc1ccc(Cl)cc1	-5	0	2.6	4	1	9	1	0.0	-1
O=C1OCc2ccc(NS(=O)(=O)c3ccc(C(F)(F)F)cc3)cc21	4	-2	-3.5	1	6	1	-1	0.1	2
COCCN(C/C=C/c1ccccc1)C/C=C/c1ccccc1	18	-2	1.8	5	3	-17	-3	0.0	0
Cc1nn(Cc2ccc(Cl)cc2)c(C)c1NC(=O)C(c1ccccc1)c1ccccc1	0	-2	2.1	7	10	15	6	-0.1	0
NNc1nc(N)c2c(n1)-c1ccccc1CC21CCCC1	-3	10	3.2	9	8	4	5	-0.1	2
Cc1cc(C)cc(N(C(=O)c2csnn2)C(C(=O)NC(C)(C)C)c2cccs2)c1 (stereo not given)	-4	-4	-0.6	0	5	2	-1	-0.1	3
CN(C(=O)COC(=O)c1ccc(Br)o1)c1c(N)n(Cc2ccccc2)c(=O)[nH]c1=O	-23	-2	0.0	-5	4	14	14	0.0	-1
COc1ccc(S(=O)(=O)Nc2ccccc2C(=O)NC(C)(C)C)cc1OC	18	1	-1.6	3	12	0	-1	0.2	0
COc1ccc(C(=O)CCC(=O)Nc2ccc(N3CCCCC3)cc2)cc1OC	-3	3	3.2	16	-8	2	-2	0.0	4
O=C(C[n+]1cc(-c2ccc(F)cc2)n2c1CCC2)Nc1nc(-c2ccc(F)cc2)cs1	-11	13	4.2	-5	2	-44	-4	-0.1	1
CC(C)OCCCn1c(NN)nc2ccccc2c1=O	2	2	2.0	2	-3	17	-1	0.0	-1
Nc1nonc1OCCOCCOCCOc1nonc1N	-5	-3	-1.0	0	-6	5	-4	-0.1	2
